# Source: PubChem (Sanford-Burnham Center for Chemical Genomics)
# beta cell repl: MIN6 beta-cell proliferation induction; MIN6 cells proliferation, ATPlite luminescence, 48 h; cells starved in 0.2% serum; 100% = growth in 10% serum; proliferation, % at 10 µM; 0.29% of 330,000 active; AID 2380;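 active = compounds whose signal lies at least 3.5 SD above the mean of all wells on their plate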;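 note: 0% = DMSO-treated cells in low-serum medium and 100% = 10% serum control; some compounds called inactive have numbers as strong as hits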
# APOBEC3G inh: inhibitors of human APOBEC3G DNA deaminase; Q9HC16; recombinant A3G, ssDNA deamination FAM/TAMRA fluorescence; inhibition, % at 20 µM; 0.28% of 330,000 active;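 active = inhibition of at least 40% at 20 µM, with no more than 30% in the related APOBEC3A deaminase screen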;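 note: plate controls were DMSO wells with A3G for no effect and wells lacking A3G enzyme for full effect; some compounds called inactive have numbers as strong as hits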
# mIAP inh: blocks mouse intestinal alkaline phosphatase; purified mouse IAP, CDP-Star luminescence, 30 min; 0.2% of 330,000 active; inhibition, % at 10 µM;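 active = inhibition of at least 40% at 10 µM in the primary screen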;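 note: plate controls were DMSO with enzyme for no effect and no enzyme wells for full effect; values of inactives mirror those of a sister screen read the other way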
# tim10-1 inh: tim10-1 yeast growth inhibition | S. cerevisiae tim10-1 ts strain growth, BacTiter-Glo, 24 h | inhibition, % at 20 µM | 2.2% of 330,000 active | AID 463190;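 active = inhibition of at least 40%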;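 note: mutant grown at 25 °C; 0% = DMSO wells with yeast and 100% = wells holding no yeast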
# A3A deaminase: blocks human APOBEC3A ssDNA deamination. AID 493011. recombinant A3A, FAM/TAMRA ssDNA deamination fluorescence. 0.41% of 330,000 active. P31941. inhibition, % at 20 µM;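 active = at least 40% inhibition at 20 µM here, with at most 30% in a related deaminase screen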;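 note: plate controls were A3A with DMSO for no effect and wells lacking A3A enzyme for full effect; some results filed as inactive read as strong as hits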
# Target sequence (P31941 whole entry, looked up): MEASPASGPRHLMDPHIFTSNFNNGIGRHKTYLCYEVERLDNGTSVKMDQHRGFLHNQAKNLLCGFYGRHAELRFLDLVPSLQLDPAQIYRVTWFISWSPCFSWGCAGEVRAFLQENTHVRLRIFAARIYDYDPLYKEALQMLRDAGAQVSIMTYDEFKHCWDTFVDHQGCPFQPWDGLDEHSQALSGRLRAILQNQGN
# TIM10 inh: growth inhibitors of TIM10 yeast strain; S. cerevisiae TIM10 strain growth, BacTiter-Glo luminescence, 24 h; 1.4% of 330,000 active; inhibition, % at 10 µM;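 active = inhibition of 40% or more at the single tested concentration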;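 note: wild-type TIM10 isogenic control strain grown at permissive 25 °C; 0% = DMSO yeast wells and 100% = minimal medium wells without yeast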
# NLRP3 yeast inh: blocks the NALP3 inflammasome reconstituted in yeast | Yeast reconstituted NLRP3/ASC/caspase-1, beta-gal luminescence, 24 h | inhibition, % at 10 µM | 0.39% of 330,000 active | AID 2825;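 active = inhibition of 50% or more; inactive = inhibition below 50%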;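 note: plate controls were induced DMSO wells for no effect and uninduced yeast grown without galactose for full effect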
# mIAP act: mouse IAP activation; muIAP, CDP-Star luminescence, 30 min; active compounds read high; 1 = vehicle-only enzyme signal, 0 = enzyme-free wells; activation factor at 10 µM; 0.24% of 330,000 active; AID 2805;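 active = activation factor of at least 2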; note: the source names both 10 and 20 µM as test concentration; values of inactives mirror those of a sister screen read the other way
#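 Assay system: mouse IAP enzyme; Reagent: CDP-Star chemiluminescent phosphatase substrate; Compound: DMSO-dissolved test compounds; Incubation: 30 min, room temperature; Technique: luminescence from enzymatic CDP-Star hydrolysis; Controls: DMSO-only wells and no-enzyme negative control.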
# hIAP inh: blocks human intestinal alkaline phosphatase; purified IAP, CDP-Star luminescence, 30 min; 0.12% of 330,000 active; inhibition, % at 10 µM; P09923;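 active = inhibition reaching a set limit with compound at 10 µM in the primary screen, cut at about 35% in these data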;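 note: plate controls were DMSO wells with enzyme for no effect and no-enzyme buffer wells for full effect; values of inactives mirror those of a sister screen read the other way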
# Target sequence (P09923 whole entry, looked up): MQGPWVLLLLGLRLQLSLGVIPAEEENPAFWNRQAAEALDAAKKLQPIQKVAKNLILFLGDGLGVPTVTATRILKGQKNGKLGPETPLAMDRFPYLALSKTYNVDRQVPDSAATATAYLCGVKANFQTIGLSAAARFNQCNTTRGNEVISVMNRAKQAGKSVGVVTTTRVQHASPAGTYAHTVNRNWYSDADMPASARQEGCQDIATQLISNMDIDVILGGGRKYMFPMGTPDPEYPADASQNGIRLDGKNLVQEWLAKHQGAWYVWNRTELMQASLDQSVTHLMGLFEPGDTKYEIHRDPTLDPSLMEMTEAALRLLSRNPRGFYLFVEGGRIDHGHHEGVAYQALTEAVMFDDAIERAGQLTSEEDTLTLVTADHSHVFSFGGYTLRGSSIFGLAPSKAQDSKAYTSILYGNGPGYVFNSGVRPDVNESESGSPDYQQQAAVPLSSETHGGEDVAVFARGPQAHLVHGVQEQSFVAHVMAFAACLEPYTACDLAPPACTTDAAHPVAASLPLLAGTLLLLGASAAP
# * = called active by the depositor; i = inactive. Compounds were not picked by outcome; any-hit rate near 4.6%.
SMILES,beta cell repl,APOBEC3G inh,mIAP inh,tim10-1 inh,A3A deaminase,TIM10 inh,NLRP3 yeast inh,mIAP act,hIAP inh
OC(CN1CCC(Cc2ccccc2)CC1)C(F)(F)F (stereo not drawn),-2,-8,0,9,-7,-13,14,1,-2
Cc1nn(-c2ccccc2)c(C)c1C(=O)N1CCN(S(=O)(=O)c2ccccc2)CC1,12*,-7,1,-2,-2,4,10,0.99,5
CC1(C)CC2CC(C)(CN2S(=O)(=O)c2ccc(C(=O)Nc3ccc(Cl)c(S(=O)(=O)N4CCOCC4)c3)cc2)C1 (stereo not drawn),-2,0,13,3,2,3,18,0.87,-26
CC(=O)Nc1ccc(NC(=O)C2CCCN(c3nnc(-n4cccc4)s3)C2)cc1 (stereo not drawn),-3,4,-1,-6,5,-3,4,1,-15
COc1ccc(CCNC(=O)c2ccc3c(c2)SC2=NS(=O)(=O)CCN23)cc1,-2,-7,-1,-10,1,-8,-7,1,12
COc1ccc(CCNC(=O)c2nc3ncccn3n2)cc1OC,1,-4,3,-1,-5,-1,13,0.97,-3
CN(c1ccccc1)S(=O)(=O)c1ccc(NC(=O)c2ccccc2)cc1,0,-1,-1,4,0,-2,35,1,-4
CCCCCC(=O)N1CC2(C)CN(C(=O)CCCCC)CC(C)(C1)C2=O,0,-2,1,8,-1,2,0,0.99,-4
CC1(C)CC(NC(=O)Cc2ccccc2)CC(C)(C)N1,-2,-5,-13,-15,-6,0,4,1.1,6
CCCn1c(N)c(Sc2ccccc2)c(=O)n(CCC)c1=O,2,-3,9,6,5,-1,0,0.91,23
O=c1cc(O)c2ccccc2n1Cc1ccccc1Cl,-3,-6,-1,5,-4,17,-11,1,-1
S=C(NCCc1ccccc1)N1CCN(C(=S)NCCc2ccccc2)CC1,0,-5,-2,-7,-3,-17,14,1,-22
CCOC(=O)C1CCN(C(=O)COC(=O)/C=C/c2cccc(OC)c2OC)CC1,-4,6,-3,16,9,8,19,1,0
CC(OC(=O)c1cc2ccccc2cc1O)C(=O)Nc1ccc(S(N)(=O)=O)cc1 (stereo not drawn),-1,-4,-9,8,-9,-6,10,1.1,-27
CCN(CC(=O)Nc1ccc(NC(C)=O)cc1)C(=O)CN1C(=O)NC2(CCCC2)C1=O,0,-5,10,4,8,0,5,0.9,3
CSc1ncccc1C(=O)N(C)CC(=O)Nc1ccc(Cl)cc1,0,0,-2,15,1,-7,-2,1,-2
CC1CN(C(=O)C2CCCCC2)C(C)CN1C(=O)C1CCCCC1 (stereo not drawn),-1,-5,15,11,-3,9,15,0.85,13
Cc1ccc(/C=C2\SC(=S)N(CCC(=O)Nc3ccc(O)cc3)C2=O)cc1,-2,-10,13,-23,-4,-8,5,0.87,14
CC(C)[C@H](NC(=O)N1CCn2c1nc1ccccc12)C(=O)NCc1ccco1,2,-9,4,-4,-7,-2,8,0.96,13
O=C(NCCc1ccco1)C(=O)NCC1CCCN1S(=O)(=O)c1ccccc1 (stereo not drawn),-5,-6,1,-14,0,-5,32,0.99,-3
COc1ccccc1OC(=O)c1cc(Cl)nc2ccccc12,-2,-4,2,22,-5,25,16,0.98,9
Cc1ccc(O)c(NC(=S)NC(=O)c2ccccc2Cl)c1,-1,-8,14,7,-2,-19,35,0.86,-16
COc1cc2ccccc2cc1C(=O)Nc1ccc(Cc2ccncc2)cc1,-5,-6,2,30,-2,33,0,0.98,5
O=C(CSc1n[nH]c(-c2ccncc2)n1)NC1CCS(=O)(=O)C1 (stereo not drawn),-3,4,-4,-1,12,-12,4,1,-1
COc1ccc(-c2cc(C(F)(F)F)nc(N3CCCCC3)n2)cc1OC,-6,-4,1,9,-3,-20,7,0.99,-8
COc1cccc(CN2CCN(S(=O)(=O)c3ccc(Br)cc3)CC2)c1,2,-6,-8,17,-3,4,24,1.1,-5
CCOC(=O)CSc1nnc(-c2ccc(NS(=O)(=O)c3ccc(C)cc3)cc2)o1,-4,-3,-1,14,-3,0,0,1,6
COc1ccc(/C=N/Nc2cc(C)nc(N)n2)cc1,2,-6,-8,-6,2,4,14,1.1,-1
NC(=O)c1oc2ccccc2c1NC(=O)C1CCCCC1,2,-9,4,17,-6,7,-10,0.95,16
CCN(Cc1ccncc1)C(=O)c1ccc(C)c(S(=O)(=O)N2CCCCC2)c1,1,-5,-3,-1,-3,1,1,1,-12
Cc1ccc(NC(=O)CSc2ncn[nH]2)cc1,2,-1,-4,-2,0,11,-4,1,-6
O=C(NCc1ccccc1)c1ccc(N2CCC3(CC2)CC(c2ccc(Cl)cc2)=NO3)c([N+](=O)[O-])c1,-3,-8,-9,-1,-4,0,7,1.1,-2
CCN1C(=O)C(CC(=O)Nc2cc(C)ccc2C)SC1=Nc1ccc(S(N)(=O)=O)cc1 (stereo not drawn),2,-8,6,6,-3,7,8,0.94,-7
COc1oc(-c2ccccc2C)nc1C(F)(F)F,-1,-10,-7,1,-8,0,-1,1.1,12
COC(=O)CNC(=O)c1c(-c2c(Cl)cccc2Cl)noc1C,1,-4,1,7,4,7,7,0.99,-9
Cc1noc(C)c1COc1ncnc2ccccc12,-2,-4,5,6,0,6,18,0.95,-1
O=C(C1COc2ccccc2O1)N1CCN(c2ccccc2)CC1 (stereo not drawn),-1,-7,1,-6,-2,-26,7,0.99,4
COc1ccc(C(=O)Nc2cccc(-c3nc4ncccc4o3)c2C)cc1OC,-1,-5,0,-6,-3,0,25,1,26
Clc1cccc(/C=N\Nc2nccs2)c1,-2,-10,5,48*,-2,37,-9,0.95,-6
CN(CC(=O)Nc1cccc(F)c1)C(=O)c1cc(-c2ccco2)nc2ccccc12,0,40,9,18,85,10,2,0.91,12
COC(=O)CCSCc1cn2cc(Cl)ccc2n1,-3,1,1,11,2,10,-2,0.99,-18
O=c1c2cc(F)ccc2sn1-c1ccccc1,-7,86*,7,45*,3,47*,18,0.93,7
CCn1c(=O)c(C(=O)CN2CCN(Cc3ccc4c(c3)OCO4)CC2)c(N)n(Cc2ccccc2)c1=O,0,-9,-6,7,-1,15,7,1.1,-25
CN(CCO)c1c2c(nc3cc(-c4cccc(F)c4)nn13)CCCC2,-4,2,9,27,1,26,14,0.91,-5
COCCCNc1nc(-c2ccncc2)nc2ccccc12,-1,1,8,32,-1,31,20,0.92,-12
CC1SCC(=O)N(CC(=O)Nc2ccc3c(c2)OCCO3)C1=O (stereo not drawn),2,-11,-10,-1,2,-11,-1,1.1,-4
COc1cc(C(=O)O/N=C2\C=CC(=O)C=C2C)cc(OC)c1OC,1,-11,-1,27,1,8,4,1,-3
CCc1cccc(CC)c1NC(=O)c1cccc(N)c1,-3,-4,3,19,-1,-30,10,0.97,-9
CC(C)(C)c1ccc(NC(=O)NC2CCCc3ccccc32)cc1 (stereo not drawn),-2,1,i,15,1,1,15,6.2*,-42
O=C(CCn1c2c(c3ccccc31)CCCC2)NNC(=O)c1ccccc1[N+](=O)[O-],0,0,-3,1,-3,13,22,1,-50
N#Cc1ccc(-c2cccs2)nc1SCc1cccnc1,-3,-3,5,0,-2,-13,17,0.95,-10
O=C(c1cccc(C(F)(F)F)c1)N1CCC2(CC1)NCCc1[nH]cnc12,3,-4,-1,-8,-3,-2,10,1,0
CCOc1ccc(NC(=O)C2CCN(C(=O)NC3CCCCC3)CC2)cc1,-1,-4,1,11,-3,3,8,0.99,4
OC1CN=C2C=CC=CN2C1 (stereo not drawn),2,-2,-5,2,-1,-3,-16,1.1,11
COc1ccc2cc1Oc1ccc(cc1)C[C@H]1c3cc(c(OC)cc3CCN1C)Oc1c(OC)c(OC)cc3c1[C@H](C2)N(C)CC3,-8,-7,-1,9,3,5,28,1,6
O=C(CSc1ccc(-c2ccco2)nn1)N1CCCCC1,-3,6,0,3,12,-9,18,1,-2
C/C(CC(=O)Nc1ccc(F)cc1F)=N\NC(=O)C(=O)N1CCCCC1,0,6,3,-2,0,-11,2,0.97,-25
CC1CCCN(c2ccc(C(=O)NCc3ccc4c(c3)OCO4)cc2[N+](=O)[O-])C1 (stereo not drawn),0,-4,7,26,3,17,28,0.93,-63
CCc1ccc(CN(C)CC(=O)Nc2ccc(S(=O)(=O)N3CCOCC3)cc2)cc1,0,-6,-4,17,-6,14,15,1,2
O=C(Nc1nnc(SCc2ccccc2)s1)c1cccc([N+](=O)[O-])c1,-2,-3,3,17,0,16,22,0.97,-15

# Of the compounds above, 3 have an NH in an aromatic ring.
SMILES,beta cell repl,APOBEC3G inh,mIAP inh,tim10-1 inh,A3A deaminase,TIM10 inh,NLRP3 yeast inh,mIAP act,hIAP inh
O=C(CSc1n[nH]c(-c2ccncc2)n1)NC1CCS(=O)(=O)C1 (stereo not drawn),-3,4,-4,-1,12,-12,4,1,-1
Cc1ccc(NC(=O)CSc2ncn[nH]2)cc1,2,-1,-4,-2,0,11,-4,1,-6
O=C(c1cccc(C(F)(F)F)c1)N1CCC2(CC1)NCCc1[nH]cnc12,3,-4,-1,-8,-3,-2,10,1,0

# The results go on.
SMILES,beta cell repl,APOBEC3G inh,mIAP inh,tim10-1 inh,A3A deaminase,TIM10 inh,NLRP3 yeast inh,mIAP act,hIAP inh
CCOc1ccccc1CNCCOC,3,-9,8,11,-2,-3,-3,0.92,2
O=C(CSc1nc2ccccc2s1)N/N=C/c1ccc(C(=O)O)cc1,0,-5,13,1,0,-4,10,0.87,-5
CCOc1ccc(S(=O)(=O)Nc2ccc3c(c2)n(C)c(=O)n3C)cc1,0,-10,8,5,-6,11,-2,0.92,9
CC1=C(C(=O)NC2CCCCC2C)C2(CCC(C)CC2)OC1=O (stereo not drawn),-4,-3,3,26,-3,7,-10,0.97,11
Fc1cccc(Cl)c1/C=N/Nc1c(Cl)cncc1Cl,0,-6,5,33,-3,0,20,0.95,7
CN(Cc1cn[nH]c1-c1ccc(-c2ccccc2)cc1)CC1CCOCC1,1,-8,-2,12,1,1,-3,1,-15
O=C(O)CSCC(=O)N1CCN(S(=O)(=O)c2cc(Cl)cc(Cl)c2)CC1,0,-6,-14,-55,-3,-11,5,1.1,8
COc1ccc(OC)c(NC(=O)CCS(=O)(=O)c2cc3c(cc2C)NC(=O)CO3)c1,0,1,1,0,-2,9,4,0.99,22
CCc1cccc(NC(=O)C2CCN(S(=O)(=O)c3c(C)noc3C)CC2)c1,-1,-9,-16,-7,-3,10,6,1.2,6
CC(=NNS(=O)(=O)c1cccc([N+](=O)[O-])c1)c1ccc(-n2ccnc2)cc1,-3,-5,-11,-25,-2,-6,14,1.1,-8
COc1cccc2cc(C(=O)N(Cc3cccs3)CC3CCCO3)c(=O)oc12 (stereo not drawn),0,6,-2,17,3,27,-2,1,-12
COc1ccc(Cn2c(=O)[nH]c3cc(C(=O)N4CCN(c5ccccc5OC)CC4)ccc3c2=O)cc1,1,-6,13,2,-5,5,15,0.87,-5
Cc1ccc(Cl)cc1N(Cc1ccc(C(=O)NCc2cccnc2)cc1)S(=O)(=O)c1ccccc1,-6,-1,11,25,4,24,11,0.89,5
Cc1cccc(C(=O)Nc2cccc(Br)c2)c1[N+](=O)[O-],-2,-6,5,58*,-3,65*,1,0.95,-16
CCOC(=O)c1cc(-c2ccccc2)n(CC(=O)Nc2ccc(OCC)cc2)c1C,-2,0,-34,17,2,22,0,1.3,2
Cc1ccc(Cn2nnc3c(=O)n(Cc4cc(C)ccc4C)cnc32)cc1,-2,1,0,9,0,-1,24,1,5
COc1cccc(/C=C/C(=O)OCC(=O)Nc2ccc3[nH]c(=O)[nH]c3c2)c1OC,3,-11,2,9,-5,1,12,0.98,8
